Screens as filed in PubChem.
GC-A act – GC-A stimulated cGMP production enhancers – HEK293 GC-A cells, cGMP TR-FRET, EC30 ANP, primary screen; 0% at EC30 ANP, 100% saturating ANP; AID 1671463, 2021; activation, % at 10 µM; Atrial natriuretic peptide receptor 1 (Homo sapiens), P16066; hit rate 0.14% among 370,000; in the data active means activation above about 40%
DAX1 inh-1 – DAX1 (NR0B1) inhibitors, primary screen, cell-based, HEK293, Gal4-DAX1, luciferase luminescence | HEK293 Gal4-DAX1 luciferase reporter | AID 504766, 2011 | inhibition, % at 6.75 µM | hit rate 0.99% among 340,000;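 active means inhibition above the mean over all tested compounds plus 3 SD, cut at about 4.2% in these data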;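 further: 0% = DAX1-transfected cells with DMSO and 100% = empty-vector control cells with DMSO; inhibition shows as a rise in luminescence from relieved DAX1 repression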
hcDAF-12 act – H. contortus DAF-12 nuclear receptor activators, primary screen, cell-based, luminescence, HEK293, lit1-tk-luc reporter; HEK293 hcDAF-12 lit1-tk-luc reporter; 0% DMSO, 100% Δ7-dafachronic acid; activation, % at 6.8 µM; hit rate 1.4% among 370,000;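 active means activation above the mean of all tested compounds plus 3 SD, cut at about 5.5% in these data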;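 further: 100% = response to 3 µM Δ7-dafachronic acid high control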
proKLK7 act – proKLK7 zymogen activators, primary screen, biochemical, fluorescence intensity; purified proKLK7, EDANS-DABCYL substrate fluorescence; 100% is mature enzyme control, 0% vehicle; Kallikrein-7 (Homo sapiens), P49862; hit rate 0.9% among 370,000; AID 652039, 2013; activation, % at 7 µM;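 active means activation above the mean of all tested compounds plus 3 SD, computed per campaign excluding outliers beyond control limits, cut at about 13% in these data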
hgDAF12 agonist – H. glycines DAF-12 receptor agonists, primary screen, cell-based, luminescence, HEK293, GAL4 fusion, UAS-luciferase. activation, % at 6.8 µM. Nuclear hormone receptor DAF-12 (Heterodera glycines), GAL4 fusion. HEK293 GAL4-hgDAF12 UAS-luciferase reporter, agonist luminescence; normalized to butyrate control. hit rate 1.8% among 370,000;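 active means activation above a cutoff set at the mean of all screened compounds plus 3 SD, cut at about 10% in these data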;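 further: 0% = DMSO wells and 100% = sodium butyrate wells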
NPR2 activator – human GC-B receptor activators, primary screen, HEK293 GC-B cells, cGMP TR-FRET, EC30 CNP | Atrial natriuretic peptide receptor 2 (Homo sapiens), P20594 | 0% at EC30 CNP, 100% saturating CNP | activation, % at 10 µM | hit rate 0.11% among 370,000;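 active means activation at 10 µM reaching about 35% in either raw or pattern-adjusted values, limit read from the data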
Target sequence (P20594 whole entry, looked up): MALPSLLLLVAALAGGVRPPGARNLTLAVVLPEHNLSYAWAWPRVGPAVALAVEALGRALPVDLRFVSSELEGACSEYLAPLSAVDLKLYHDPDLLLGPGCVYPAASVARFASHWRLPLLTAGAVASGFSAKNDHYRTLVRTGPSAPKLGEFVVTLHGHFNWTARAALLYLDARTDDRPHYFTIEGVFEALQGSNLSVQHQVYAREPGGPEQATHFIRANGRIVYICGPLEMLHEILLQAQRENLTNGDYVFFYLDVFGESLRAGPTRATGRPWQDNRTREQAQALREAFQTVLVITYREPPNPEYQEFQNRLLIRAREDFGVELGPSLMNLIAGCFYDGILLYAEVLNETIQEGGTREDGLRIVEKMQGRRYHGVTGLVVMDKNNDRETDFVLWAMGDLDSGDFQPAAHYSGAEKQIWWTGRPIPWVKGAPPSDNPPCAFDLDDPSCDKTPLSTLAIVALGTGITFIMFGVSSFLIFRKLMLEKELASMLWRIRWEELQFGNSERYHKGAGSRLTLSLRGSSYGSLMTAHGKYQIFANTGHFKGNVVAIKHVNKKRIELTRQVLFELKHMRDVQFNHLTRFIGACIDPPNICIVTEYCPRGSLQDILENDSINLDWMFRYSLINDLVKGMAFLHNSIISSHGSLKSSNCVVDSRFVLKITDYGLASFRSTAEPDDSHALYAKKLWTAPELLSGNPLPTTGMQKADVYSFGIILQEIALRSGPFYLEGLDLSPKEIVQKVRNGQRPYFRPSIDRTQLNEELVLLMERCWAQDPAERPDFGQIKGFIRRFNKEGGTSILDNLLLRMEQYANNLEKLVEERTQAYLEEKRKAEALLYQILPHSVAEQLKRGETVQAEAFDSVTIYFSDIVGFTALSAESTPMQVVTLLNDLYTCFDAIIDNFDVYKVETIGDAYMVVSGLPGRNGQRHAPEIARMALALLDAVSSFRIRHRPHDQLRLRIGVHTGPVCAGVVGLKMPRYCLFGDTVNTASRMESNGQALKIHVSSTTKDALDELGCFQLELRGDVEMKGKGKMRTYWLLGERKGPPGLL
HGIII-sPLA2 inh – human group III sPLA2 inhibitors, primary screen, biochemical, QFRET, BODIPY PC-A2 liposome substrate. Group 3 secretory phospholipase A2 (Homo sapiens), Q9NZ20. QFRET BODIPY PC-A2 liposome hydrolysis, fluorescence. hit rate 0.56% among 370,000. inhibition, % at 12.2 µM. AID 743126, 2013;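 active means inhibition above mean plus 3 SD of compounds lying within the high and low control bounds, cut at about 19% in these data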;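 further: 0% = median of test compound wells and 100% = no enzyme DMSO wells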
DAX1 inh-2 – DAX1 (NR0B1) inhibitors on StAR promoter, primary screen, cell-based, luminescence, SF-1 (NR5A1), full-length DAX-1 | hit rate 1.1% among 370,000 | AID 652010, 2013 | HEK293T StAR-luciferase reporter, SF-1/DAX-1 repression relief | inhibition, % at 6.8 µM;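 active means inhibition above the mean over all tested compounds plus 3 SD, cut at about 3.6% in these data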;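 further: 0% = DAX-1 cells with DMSO and 100% = cells lacking DAX-1 with DMSO; higher inhibition means more luminescence from relief of DAX-1 repression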
FXN GAA850 act – FXN promoter activators, primary screen, cell-based, luciferase luminescence, HEK293 lucGAA850; HEK293 lucGAA850 FXN promoter luciferase reporter, 24 h; percent of 10 µM SAHA response; activation, % at 6 µM; hit rate 0.56% among 360,000; AID 540364, 2011;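 active means activation above the average of all compounds screened plus 3 SD, cutoff fixed separately per campaign, cut at about 7.5% in these data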;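 further: 0% = DMSO wells and 100% = 10 µM SAHA wells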
SMARCA2 activ – SMARCA2 (BRM) function activators, primary screen, cell-based, luminescence, high throughput; MG213 cells, MMTV-luciferase reporter, dexamethasone, overnight; activation, % at 9.1 µM; hit rate 1% among 370,000; AID 652017, 2013; in the data active means activation above about 7.8%;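 further: 0% = vehicle wells and 100% = reference activator wells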
ssDAF12 agonist – S. stercoralis DAF-12 nuclear receptor activators, primary screen, cell-based, luminescence, HEK293, GRIP1 co-expression, lit1-tk-luc | activation, % at 6.8 µM | Nuclear hormone receptor DAF-12 (Strongyloides stercoralis) | HEK293 ssDAF-12/GRIP1 lit1-tk-luc reporter; % of 3 µM dafachronic acid response | hit rate 1% among 370,000;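 active means activation above the mean over all tested compounds plus 3 SD, cut at about 0.9% in these data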;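 further: 0% = DMSO-only wells and 100% = 3 µM delta7-dafachronic acid wells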
An asterisk follows results filed as active; . = not tested or not shown. This is a random part of the collection; about 6.7% have a hit in one of these screens.

1: COc1cccc(C(c2sc3nc(C)nn3c2O)N2CCN(C(=O)c3ccco3)CC2)c1 (stereo not given)
2: COc1ccc(OCC(=O)NCCNC(=O)c2cccnc2)cc1
3: O=C1CC(C2CCCO2)C(=O)N1Cc1ccccc1 (stereo not given)
4: CCOC1=C2CN(S(=O)(=O)c3ccc(C)cc3)C(c3ccc(CC)cc3)CC2N(S(=O)(=O)c2ccc(C)cc2)C(c2ccc(CC)cc2)C1 (stereo not given)
5: Cc1ccc(NC(=O)CSc2ccccc2NC(=O)c2cccc(Cl)c2)cc1Cl
6: COc1cc2nc(CC(C)C)n(NC(=O)c3ccccc3)c(=O)c2cc1OC
7: CCOc1ccc2c(c1)OC(c1ccc(C)cc1)(C(F)(F)F)NC2=O (stereo not given)
8: Cc1ccc(COC(=O)NCc2cccnc2)cc1
9: O=C1c2c(Cl)c(Cl)c(Cl)c(Cl)c2C(=O)N1c1nccs1
10: COc1ccc(CCNS(=O)(=O)c2cn(C)cn2)cc1OC

compound no.,1,2,3,4,5,6,7,8,9,10
GC-A act,5,1,-1,2,-6,4,-3,-3,3,8
DAX1 inh-1,1.0,-0.6,0.5,.,-0.5,0.6,2.1,1.4,1.2,-0.2
hcDAF-12 act,-0.1,-0.9,-0.3,-0.5,-0.2,-0.2,1.7,-1.1,4.4,1.0
proKLK7 act,0.9,-0.7,-0.1,0.1,0.2,0.1,0.5,-0.8,0.3,-0.6
hgDAF12 agonist,-3.4,1.2,0.0,2.2,1.3,-0.5,-5.2,1.5,-1.8,-1.1
NPR2 activator,0,3,3,4,-4,1,0,3,-4,3
HGIII-sPLA2 inh,2,10,4,5,-2,-1,-30,-2,8,4
DAX1 inh-2,-0.2,-0.4,0.8,2.4,-0.4,-0.3,0.5,0.2,0.7,-0.8
FXN GAA850 act,0.1,0.9,1.4,.,0.9,-1.1,4.7,-0.8,-0.6,3.6
SMARCA2 activ,-1,-5,6,-3,3,-1,3,-3,0,-1
ssDAF12 agonist,-1.6,-1.0,-0.8,-0.7,-0.7,-0.5,-0.5,-1.6,-0.7,-1.7

11: O=C(CN(Cc1ccco1)S(=O)(=O)c1ccccc1)N/N=C/c1ccccc1C(=O)O
12: N#CCC(=O)N/N=C/c1ccc(Sc2nc3ccccc3s2)o1
13: CC(=O)Nc1cc[n+](C(C)C(=O)c2ccccc2)cc1 (stereo not given)
14: CCc1cccc(NC(=O)COC(=O)C2CCN(c3ccc(C(F)(F)F)cn3)CC2)c1
15: O=C(CN1C(=O)NC2(CCOc3ccccc32)C1=O)NCC(F)(F)F (stereo not given)
16: Cc1ccc(S(=O)(=O)Nc2ccc(S(=O)(=O)Nc3nccs3)cc2)cc1C
17: O=C(c1ccccc1NS(=O)(=O)c1ccc(F)cc1)N1CCCCC1
18: CCC1CCCCN1CCCNC(=O)c1ccc(CS(=O)(=O)c2ccccc2C)o1 (stereo not given)
19: COc1ccc(CN2CCCCC2C(=O)Nc2ccc(OC)c(OC)c2)cc1OC (stereo not given)
20: O=C(CC1Sc2ccccc2NC1=O)Nc1cccnc1 (stereo not given)

compound no.,11,12,13,14,15,16,17,18,19,20
GC-A act,0,1,-1,-2,5,0,0,1,5,5
DAX1 inh-1,-0.1,0.3,-0.5,0.2,-0.2,0.1,1.5,-0.2,-0.2,1.7
hcDAF-12 act,-1.4,2.2,-0.7,0.1,-0.2,-0.4,-0.1,-2.4,-2.6,0.5
proKLK7 act,0.3,-1.3,-0.1,0.8,-0.5,-0.3,-0.3,-0.5,0.4,-0.5
hgDAF12 agonist,-3.3,0.0,1.7,-3.5,0.0,1.4,2.1,-0.8,-0.1,-3.9
NPR2 activator,3,0,8,3,-3,1,-3,3,-1,2
HGIII-sPLA2 inh,5,-15,1,-20,5,-25,-1,2,-4,3
DAX1 inh-2,0.8,-0.4,-0.3,0.2,-0.2,-0.8,2.7,-0.5,-0.2,1.2
FXN GAA850 act,0.5,3.0,2.9,-0.1,0.5,1.5,0.2,1.9,1.1,0.9
SMARCA2 activ,-5,4,-1,0,0,-3,4,-2,7,-1
ssDAF12 agonist,-1.1,-0.3,-1.1,-0.3,-0.5,-1.7,-0.2,-1.3,-1.6,-0.6

21: COc1ccc(-c2noc(C3CCCN(C(=O)c4cccs4)C3)n2)cc1 (stereo not given)
22: COc1ccc(C(=O)NCCC2=CCCCC2)cc1OC
23: FC(F)(F)Oc1ccc(-c2cn3cccnc3n2)cc1
24: CCOC(=O)CSc1nc2c(c(=O)[nH]c(=O)n2C)n1CCCc1ccccc1
25: CCOC(=O)c1ccc(N2C(=O)CC(Sc3ncccn3)C2=O)cc1 (stereo not given)
26: COc1ccc(NC(=O)[C@H](C)NC(N)=O)cc1S(=O)(=O)Nc1cc(C)ccc1Br
27: CCNC(=S)N1CCC(C(N)=O)CC1
28: Cc1ccc(S(=O)(=O)/N=C(/Nc2ccc3[nH]c(=O)[nH]c3c2)c2ccc(F)cc2)cc1
29: O=C(O)COc1ccc(-c2nccc(-c3ccccn3)n2)cc1
30: O=S(=O)(c1ccc(NCc2ccccc2)cc1)N1CCOCC1

compound no.,21,22,23,24,25,26,27,28,29,30
GC-A act,-18,1,2,-2,3,-1,3,4,2,1
DAX1 inh-1,-1.4,1.1,2.5,0.2,-0.8,-0.2,1.0,0.8,-2.2,-0.2
hcDAF-12 act,-2.4,2.4,0.5,0.8,-1.9,-1.1,0.6,-2.6,-5.8,-2.8
proKLK7 act,-0.3,0.7,35*,-0.6,-0.1,-0.1,-0.2,-0.1,0.6,0.1
hgDAF12 agonist,0.9,4.3,9.1,-0.7,1.3,0.4,-0.8,-1.9,-17,-0.9
NPR2 activator,-7,-7,-11,-7,4,-2,4,1,0,1
HGIII-sPLA2 inh,-2,4,-6,12,-8,-7,4,-10,0,-3
DAX1 inh-2,-0.5,1.9,1.4,-0.9,-0.4,-1.0,-0.1,0.2,-1.7,-1.8
FXN GAA850 act,1.3,3.0,2.0,1.3,-0.1,0.5,-0.9,-2.2,-11,0.7
SMARCA2 activ,0,7,2,-3,1,3,-2,2,-10,-1
ssDAF12 agonist,-2.1,0.5,-0.9,-1.0,-1.2,-1.7,-0.9,-1.9,-2.7,-1.2

Entries of single compounds, looked up by structure.
O=S(=O)(c1ccc(NCc2ccccc2)cc1)N1CCOCC1 is entered as GC-A act: 1; DAX1 inh-1: -0.2; hcDAF-12 act: -2.8; proKLK7 act: 0.1; hgDAF12 agonist: -0.9; NPR2 activator: 1; HGIII-sPLA2 inh: -3; DAX1 inh-2: -1.8; FXN GAA850 act: 0.7; SMARCA2 activ: -1; ssDAF12 agonist: -1.2
COc1ccc(C(=O)NCCC2=CCCCC2)cc1OC is entered as GC-A act: 1; DAX1 inh-1: 1.1; hcDAF-12 act: 2.4; proKLK7 act: 0.7; hgDAF12 agonist: 4.3; NPR2 activator: -7; HGIII-sPLA2 inh: 4; DAX1 inh-2: 1.9; FXN GAA850 act: 3.0; SMARCA2 activ: 7; ssDAF12 agonist: 0.5

The listing continues:
31: COc1cc(C(=O)OC(C)CN2CCCC2)cc(OC)c1OC (stereo not given)
32: O=c1cc(N2CCCCC2)c(-c2ccccc2)nn1Cc1c(Cl)cccc1Cl
33: Cc1ccc(S(=O)(=O)CCC(=O)NCCc2ccc(Cl)cc2)cc1
34: O=[N+]([O-])c1ccc2c(OCc3nnc(-c4ccccc4Br)o3)ncnc2c1
35: N=C1C(c2nc3ccccc3s2)=C(O)CN1Cc1ccccc1
36: CCOc1cc(O)c(-c2[nH]ncc2-c2nc(C)cs2)cc1CC
37: O=C(C1CCCO1)N1CCN(C(=S)Nc2ccccc2C(F)(F)F)CC1 (stereo not given)
38: Cc1ccc(S(=O)(=O)N2CCC(C(=O)OC3CCOC3=O)CC2)cc1C (stereo not given)
39: CC(NS(=O)(=O)c1ccc(OCC(=O)N2CCOCC2)cc1)c1ccccc1 (stereo not given)
40: CC(C)(C)CN1CCNC(=O)C1CC(=O)NC1Cc2ccccc2C1 (stereo not given)

compound no.,31,32,33,34,35,36,37,38,39,40
GC-A act,-5,-12,-3,2,46*,-9,2,0,0,-2
DAX1 inh-1,2.0,0.3,0.0,1.8,-0.2,-0.7,-1.1,2.6,1.0,2.4
hcDAF-12 act,-1.6,-1.6,-0.5,-0.6,0.8,-2.9,-1.1,-1.0,-0.7,0.3
proKLK7 act,-0.4,-0.3,0.4,-0.9,0.0,0.5,0.1,0.2,1.1,0.2
hgDAF12 agonist,1.1,-5.8,-2.3,-2.0,1.1,-4.4,1.0,-0.2,0.4,-3.8
NPR2 activator,6,-13,-2,-5,-16,1,1,4,-5,-2
HGIII-sPLA2 inh,3,-1,-3,-8,-3,-38,-2,-4,-9,-3
DAX1 inh-2,0.9,-1.7,-0.2,-0.7,0.4,-0.6,-0.5,-0.8,-0.9,0.0
FXN GAA850 act,-0.6,0.8,1.4,0.8,-3.3,-1.0,2.6,-0.2,-1.0,0.3
SMARCA2 activ,4,-1,1,-2,2,-3,-1,-2,1,-1
ssDAF12 agonist,-1.4,-1.8,-0.5,-2.0,-1.0,-1.7,-1.4,-1.1,-1.2,-0.8

41: Cc1ccc2ncnc(-c3ccccc3)c2c1
42: O=C(CSc1n[nH]c(=O)n1C1CC1)Nc1ccc(Cl)c(Cl)c1
43: COC(=O)c1ccc(CSc2nc3ccc(Cl)cc3[nH]2)o1
44: Cc1ccc2ccccc2c1Cn1c(-n2ccnc2)nc2c1c(=O)n(C)c(=O)n2C
45: COC(=O)C1=C/C=C\CN(C(c2ccccc2)c2ccccc2)/C=C\1C(=O)OC
46: COc1ccc2c(c1)c(/C=C/c1cc[n+](C)cc1)cn2C

compound no.,41,42,43,44,45,46
GC-A act,4,0,0,-5,-12,-21
DAX1 inh-1,-2.0,-1.5,-0.9,-0.4,1.2,2.0
hcDAF-12 act,-1.6,-1.1,-3.4,-2.4,-1.7,-1.7
proKLK7 act,0.8,0.0,0.1,0.1,0.0,0.4
hgDAF12 agonist,-1.1,0.0,-5.3,-2.9,-4.4,-1.2
NPR2 activator,4,0,-3,-6,-3,-14
HGIII-sPLA2 inh,1,-3,-12,-4,-5,-17
DAX1 inh-2,0.1,0.3,-1.2,-0.6,-0.3,-0.2
FXN GAA850 act,0.7,1.5,3.0,2.0,-1.1,0.8
SMARCA2 activ,-3,1,-1,-2,0,-4
ssDAF12 agonist,-1.1,-1.3,-0.9,-1.3,-1.4,-0.3
